Screening results from PubChem BioAssay.
ARNT-TACC3 inh – disruptors of human ARNT/TACC3 interaction; AlphaScreen His-ARNT PAS-B/GST-TACC3 binding, luminescence; TACC3 fragment carries E629A point mutation; AID 623870; Q9Y6A5; inhibition, % at 9.99 µM; hit rate 0.66% among 390,000;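 active = mean inhibition of replicates at least 50% and at least half of replicates each reaching 50%; inconclusive = half or more replicates reach 50% but mean below 50%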;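 also: 0% = complete ARNT plus TACC3 wells and 100% = ARNT alone without TACC3; many hits fall short of the cut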
EWS-Fli block – inhibitors of EWS/Fli oncoprotein transcriptional activity; A673 NR0B1-luciferase reporter, viability-normalised; inhibition, % at 12.6 µM; hit rate 0.67% among 350,000; AID 651661;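 active = mean inhibition of at least 50% after viability correction, with every replicate also passing that limit; inconclusive = mean reaches 50% but only one of two replicates passes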;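 also: firefly luciferase signal divided by Alamar Blue viability fluorescence both relative to DMSO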
LGR2 antag – inhibitors of bursicon-induced Drosophila LGR2 receptor cAMP signaling; hit rate 0.35% among 380,000; HEK293 LGR2, CRE-luciferase, bursicon-stimulated, 4 h; inhibition, % at 9.99 µM;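 active = drop in luminescence signal, shown as inhibition above about 50% in the replicate tests, limit read from the data, passing the limit was not always enough; inconclusive = probably only some replicates passing the limit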;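 also: agonist challenge used bursicon conditioned medium at about half maximal strength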
Casp6 inh – caspase-6 (human) enzyme inhibition; P55212; purified caspase-6, Z-VEID-R110 cleavage fluorescence; inhibition, % at 12.5 µM; hit rate 0.53% among 350,000;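 active = mean inhibition across replicates at least about 35%, with every replicate also reaching that limit, limit read from the data; inconclusive = only one of the two criteria met; inactive = neither criterion met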;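 also: 0% = median of neutral control wells and 100% = no fluorescence left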
Target sequence (P55212 24-179 limits assumed): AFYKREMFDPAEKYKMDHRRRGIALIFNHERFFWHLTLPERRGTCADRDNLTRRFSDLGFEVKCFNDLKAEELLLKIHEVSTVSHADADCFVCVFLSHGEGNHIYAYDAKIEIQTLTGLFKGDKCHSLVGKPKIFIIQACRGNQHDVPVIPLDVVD
Target sequence (P55212 194-293 limits assumed): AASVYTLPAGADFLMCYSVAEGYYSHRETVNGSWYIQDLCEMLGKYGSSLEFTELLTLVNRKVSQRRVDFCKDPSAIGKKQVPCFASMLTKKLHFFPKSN
PAX8 inh HTS – lowers PAX8-driven luciferase in RMG-I cells | RMG-I TPO-luciferase reporter, SteadyGlo, 24 h | inhibition, % at 12.6 µM | hit rate 1.2% among 360,000;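 active = mean replicate inhibition at least 60% with every replicate also reaching 60%; inconclusive = only one of the two criteria is met; inactive = mean below 60% and not all replicates reaching 60%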;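 also: luciferase light reporting Pax8 driven TPO promoter activity; plate controls were median of neutral control wells for no effect and mitoxantrone controls for full effect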
SIRT5 inh – blocks human SIRT5 desuccinylation of peptide; Purified SirT5, succinyl-peptide AMC, trypsin-coupled fluorescence; inhibition, % at 15 µM; hit rate 1.1% among 330,000; Q9NXA8; in the data active = inhibition above about 15%; inconclusive = no clear call, values can overlap the other calls
Target sequence (Q9NXA8 whole entry, looked up): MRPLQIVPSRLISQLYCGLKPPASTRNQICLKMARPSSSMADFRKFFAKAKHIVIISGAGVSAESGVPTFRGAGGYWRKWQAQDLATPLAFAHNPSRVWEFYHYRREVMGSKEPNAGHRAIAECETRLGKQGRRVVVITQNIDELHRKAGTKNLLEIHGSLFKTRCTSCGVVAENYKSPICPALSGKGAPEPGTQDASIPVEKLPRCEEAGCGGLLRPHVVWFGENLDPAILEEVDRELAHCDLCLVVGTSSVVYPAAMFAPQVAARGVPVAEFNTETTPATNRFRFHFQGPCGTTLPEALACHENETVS
DENV2 CPE rescue – protects cells from dengue virus 2 cytopathic effect; DENV2-infected cells, cytopathic effect rescue, plate reader; CPE inhibition, % at 9.99 µM; hit rate 1.7% among 350,000; AID 651640; in the data active = CPE inhibition above about 20%, passing the limit was not always enough; inconclusive = no clear call, values can overlap the other calls; tested in BHK-21 cells;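 also: 0% = median of neutral control wells and 100% = median of positive control wells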
* marks the source's active call; other numbers are inactive results; ? = inconclusive; . = not tested or not shown; & = joins results of further samples. The list is partial; the hit share may differ from the screen's.

SMILES,ARNT-TACC3 inh,EWS-Fli block,LGR2 antag,Casp6 inh,PAX8 inh HTS,SIRT5 inh,DENV2 CPE rescue
CCN1CCN(CC(c2ccccc2)c2ccccc2)CC1,0,14,-6,-2,20,1,4
CS(=O)(=O)c1ccc(C2=C(CNC(=O)c3nccs3)[C@H]3CC[C@@H](C2)N3CCOc2ccccc2)cc1,.,4,2,2,-9,.,0
CC1=C2C(=O)C3C(CC=C4CC(OC5OC(O)C(O)C(O)C5CO)CCC43C)C2CCC12OC1CC(C)CNC1C2C (stereo not given),.,-9,44,-2,18,-3,3
O=c1[nH]c(=O)n(Cc2ccccc2)c(O)c1/C=C1\C=Nc2ccccc21,0,10,-6,6,28,1,-3
O=S(=O)(c1ccc(Cl)cc1)N1Cc2ccccc2-n2nncc2C1,.,1,6,-1,17,-4,-3
N#C[C@H](O[C@@H]1O[C@H](CO[C@@H]2O[C@H](CO)[C@@H](O)[C@H](O)[C@H]2O)[C@@H](O)[C@H](O)[C@H]1O)c1ccccc1,-8,-6,4,-1,-5,.,2
Clc1cccc(CN2CCCCC2c2cccnc2)c1 (stereo not given),-8,2,10,.,.,0,13
Cc1nn(Cc2ccccc2)c(C)c1C(=O)OCC(=O)Nc1cccc(S(N)(=O)=O)c1,.,4,4,1,-1,-1,6
CC(=O)N1CN2CN(C(C)=O)CC(C(=O)c3ccc([N+](=O)[O-])cc3)(C2)C1,-2,4,17,-1,0,0,2
Nc1cc(Cl)cc(C(=O)O)c1Cl,.,2,-3,-1,.,.,-18
CN1C(=O)c2ccccc2NC(=O)C1Cc1ccccc1 (stereo not given),5,1,15,-3,.,.,-10
C=CCn1c(O)c(C(CC)=Nc2ccc3c(c2)CCC3)c(=O)[nH]c1=O,-5,4,.,1,5,-3,-3
NCCc1cc(O)c(O)cc1O,10&0,12&-2,7&11,.,-8&7,-3&0,-3&2
CCN(CC)c1ccc(N=Cc2c(O)n(CCc3ccc(OC)c(OC)c3)c(=O)[nH]c2=O)cc1,5,.,51*,.,-23,.,.
O=C(O)c1cccc(N=Nc2c(O)[nH]c(=O)[nH]c2=O)c1,2,1,22,-2,-9,3,6
Cc1ccc(CC(=O)N2CCN(C)CC2)cc1,11,-7,-5,1,-2,0,-5
COc1cc2c(c(OC)c1OC)-c1ccc(O)cc1[C@@H](NC(C)=O)CC2,4,51*,1,-1,90*,0,-1
COCCN1C(=O)NC(=O)/C(=C\c2ccc(F)cc2)C1=O,19,-4,4,-3,23,-2,2
COc1ccc(CC2(CCc3ccncc3)C(=O)NC(=O)NC2=O)cc1,-3,-2,-27,-3,-6,-1,-4
COC(=O)[C@@H]1[C@@H](CO)[C@@H]2Cn3c(ccc(-c4ccccc4F)c3=O)[C@H]1N2Cc1ccncc1,29,-1,-18,-1,-8,5,-10
COC(=O)C1=C(c2cccc(C#N)c2)C[C@@H]2CC[C@H]1N2C(=O)NCc1ccco1,1,0,-1,-3,-3,4,6
COC(=O)C1=C(c2c(C)noc2C)C[C@@H]2CC[C@H]1N2C(=O)NCCOc1ccccc1Cl,-6,-11,3,1,-8,-2,4
Cc1ccc2c(c1)NP(=S)(Oc1ccccc1)N2 (stereo not given),1,-30,-10,2,3,2,3
CCn1c(O)c(N=Nc2ccc(S(=O)(=O)N3CCOCC3)cc2)c(=O)n(CC)c1=S,4,18,13,8,9,1,5
O=C(CN1CC(c2ccccc2)CC1=O)NCc1ccc(F)cc1 (stereo not given),.,-1,-15,-1,-22,0,3
COC(=O)C1=C(c2ccc(F)cc2OCc2ccccc2)C[C@@H]2CC[C@H]1N2C(=O)NC(C)C,2,2,18,2,2,-3,-7
O=CC(Br)P(=O)(N1CCOCC1)N1CCOCC1 (stereo not given),.,-1,-8,-3,21,-1,3
CC(C)(C)C(=O)C(Oc1ccc(Cl)cc1)n1cncn1 (stereo not given),.,2,18,-2,-19,1,8
CC(=O)N1CCC(N2CCCC(C(=O)c3cccc(Cl)c3)C2)CC1 (stereo not given),-2,4,-5,0,18,-2,-8
COc1ccc(CCNC2CCCCC2)cc1OC,-4,3,2,-3,-1,-1,-3
Cn1c(=O)c2c(nc(-c3ccc(N(CCCl)CCCl)cc3)n2C)n(C)c1=O,3,5,25,-1,6,-68,13
CCCCn1c(=O)c(C(=O)Nc2ncccc2C)c(O)c2ccccc21,8,26,10,-4,-5,3,-4
CC(=O)Nc1ccc(N=Cc2c(O)n(Cc3ccco3)c(=O)[nH]c2=O)cc1,-12,12,-8,2,1,6,-2
COC(=O)C1=C(c2ccc(F)cc2OCc2ccccc2)C[C@@H]2CC[C@H]1N2C(=O)NCc1ccc(OC)cc1,-1,9,-5,-2,21,.,-10
CCOc1ccc(/C=C2/C(=O)NC(=O)N(CCc3ccc(F)cc3)C2=O)cc1,-1,7,5,8,-55,1,-3
O=C(Cc1ccccn1)N1CCCCN2[C@H](CO)[C@@H](c3ccc(C#Cc4ccccc4)cc3)[C@@H]2C1,-5,-3,21,-1,34,-2,-6
O=c1c2ccccc2nc(-c2ccccc2)n1-c1nccs1,-2,2,0,0,0,-7,3
CP(=O)(O)CN1CCCCC1,-2,-9,.,-3,-4,-6,-2
CCOc1ccccc1CN1CCCC(C(=O)c2cc(F)ccc2F)C1 (stereo not given),-2,14,1,-1,11,0,-3
CC1=C(C/C(C)=C/c2ccccc2)/C(=C/CO)[C@H](O)[C@](C)(O)C12CC2,-6,-8,16,-1,16,.,0
COC(=O)C1=C(c2ccc(C(C)=O)cc2)C[C@@H]2CC[C@H]1N2C(=O)NCCCOC(C)C,-3,-1,-1,0,-28,-5,11
CC1CC(OP(O)(=S)c2ccc(N(C)C)cc2NC(=O)c2cccs2)CC(C)(C)C1 (stereo not given),-1,-51,-36,14,-23,3,4
CC(Cc1ccccc1)NCCC(c1ccccc1)c1ccccc1 (stereo not given),5,44,38,-1,9,-2,-7
O=C(c1cccc(C(F)(F)F)c1)C1CCCN(Cc2ncc[nH]2)C1 (stereo not given),.,31,2,-2,6,7,0
O=C(O)c1cn(Cc2ccccc2)nc1-c1ccccc1,-5,1,-9,3,8,-1,-3
CCCCNS(=O)(=O)c1ccc(OCC(=O)N2CCN(Cc3ccc4c(c3)OCO4)CC2)cc1,-2,.,6,-1,22,-2,-9
COC(=O)C1=C(c2ccccc2OCc2ccccc2)C[C@@H]2CC[C@H]1N2C(=O)NCc1ccccc1,-1,0,-1,1,15,.,-5
CCOC(=O)c1ccc(N=Cc2c(O)n(-c3ccccc3F)c(=S)[nH]c2=O)cc1,-3,5,-24,0,-9,-1,-3
O=c1c2ccccc2nc(-c2ccco2)n1-c1ccc(Br)cc1,-13,-6,-4,1,-12,3,-2
CN1C(=O)C(c2ccc([N+](=O)[O-])cc2[N+](=O)[O-])C(=O)N(C)C1=O,1,-5,8,3,-2,2,-4
COc1ccc(/C=N\N=C(N)N)cc1,1,5,29,-3,-14,-1,-9
COc1cccc(-n2c(CN3CCN(C)CC3)nc3ccc([N+](=O)[O-])cc3c2=O)c1,5,6,12,-11,18,-3,.
CCCNC(=O)[C@H]1[C@H](CO)[C@H]2Cn3c(cccc3=O)[C@H]2N1CC,.,7,6,7,.,-6,0
COC(=O)[C@@H]1[C@@H](CO)[C@@H]2Cn3c(ccc(C4=CCCC4)c3=O)[C@H]1N2CC1CCCC1,.,0,11,2,.,2,-7
CN1CCc2cc3c(cc2C1)OCO3,-3,1,-1,-5,.,-2,2
CCCC(=O)N(C)C1=Nc2ccc(Cl)cc2C(c2ccccc2)=[N+]([O-])C1,.,-5,-34,4,-21,0,-3
CC(=O)c1cccc(NC2=NCC(C)S2)c1 (stereo not given),0,-13,-28,-2,-15,1,-1
CCCC(C)CC1(CCO)C(=O)NC(=S)NC1=O (stereo not given),-3,-6,-6,-3,9,-1,5
CN(C)c1ccc(/C=C2/C(=N\O)C3CCN2CC3)cc1,15,-68,.,4,-44,2,-3
Cc1ccc2c(CN3CC=C(c4ccccc4)CC3)cc(=O)oc2c1C,-12,3,-5,-2,-8,4,6

Following part.
SMILES,ARNT-TACC3 inh,EWS-Fli block,LGR2 antag,Casp6 inh,PAX8 inh HTS,SIRT5 inh,DENV2 CPE rescue
O=c1oc2ccccc2c(O)c1C(c1ccccn1)c1c(O)c2ccccc2oc1=O,-3,-8,-3,6,-36,7,1
COC(=O)C[C@@H]1CC[C@@H]2NC[C@@H](O)COC[C@H]2O1,-7,-11,-10,-1,3,1,7
Cc1cc(=O)oc2cc(OCC(=O)N3CCC(C(=O)O)(c4ccccc4)CC3)ccc12,3,1,-5,-4,.,-7,75*
O=C1C2C3CCC(O3)C2C(=O)N1CCO (stereo not given),.,-2,13,1,-15,-4,4
COc1ccc2c(c1)[nH]c1c(C)nccc12,4,16,35,-1,-24,-31,16
CCCCOCCCN1C(C)=CC(=C2C(=O)NC(=S)NC2=O)C=C1C,2,1,-8,10,-10,1,2
CSc1ncc(CN2CCCC(C(=O)c3ccccc3SC)C2)cn1 (stereo not given),5,11,-2,0,19,-1,-7
O=C(Cc1ccncc1)N1CCCCN2[C@H](CO)[C@H](c3ccc(C#Cc4ccccc4F)cc3)[C@@H]2C1,22,-4,9,.,-2,.,-1
C[C@]12CCC3C(CC[C@H]4C[C@H](O)CC[C@]34C)C1C[C@H](O)[C@H]2O (stereo not given in full),-11,-1,14,-5,-10,.,?
CC12CN3CN(C1)CC(C)(C3)C2=NO,-1,.,11,.,8,.,.
C=CCN1CC[C@]23c4c5ccc(O)c4O[C@H]2C(=O)CC[C@@]3(O)[C@H]1C5,-2&-4,4&-9,9,-3&-5,4&-23,-3&-3,1&-5
C[C@H]1C[C@@H](C)C(=O)[C@@H]([C@H](O)CC2CC(=O)NC(=O)C2)C1,16,39,95*,-1,.,.,124*

Part of the list above in order of length of the SMILES, rising.
SMILES,ARNT-TACC3 inh,EWS-Fli block,LGR2 antag,Casp6 inh,PAX8 inh HTS,SIRT5 inh,DENV2 CPE rescue
O=C(O)c1cn(Cc2ccccc2)nc1-c1ccccc1,-5,1,-9,3,8,-1,-3
O=C(c1cccc(C(F)(F)F)c1)C1CCCN(Cc2ncc[nH]2)C1 (stereo not given),.,31,2,-2,6,7,0
COC(=O)C1=C(c2cccc(C#N)c2)C[C@@H]2CC[C@H]1N2C(=O)NCc1ccco1,1,0,-1,-3,-3,4,6

(listing goes on)
SMILES,ARNT-TACC3 inh,EWS-Fli block,LGR2 antag,Casp6 inh,PAX8 inh HTS,SIRT5 inh,DENV2 CPE rescue
O=C1OC(c2ccc([N+](=O)[O-])cc2)=N/C1=C/N1CC2CC(C1)c1cccc(=O)n1C2 (stereo not given),-3,7,-8,3,-8,-2,6
Cc1cccc(C)c1OC(=O)Cc1ccccc1,-9,-4,.,-4,-26,8,.
CCOP(=O)(OCC)C(O)c1ccc(OC)cc1 (stereo not given),0,17,.,1,14,10,0
COc1cc(/C=C/C(=O)c2c(O)n(CCc3ccccc3)c(=O)[nH]c2=O)ccc1O,4,15,.,14,19,1,4
O=C1NC(=O)N(c2ccc(F)cc2)C(=O)/C1=C/c1ccsc1,-2,5,-4,5,-1,0,0
Cc1ccsc1C(=O)C1CCCN(Cc2cnc(N3CCCC3)s2)C1 (stereo not given),4,12,-8,-1,1,-3,2
O=C1/C(=C\c2cc3c(cc2Cl)OCO3)N2CCC1CC2,0,.,19,.,-8,.,.
O=S1(=O)N(CCN2CC=C(c3c[nH]c4cc(F)ccc34)CC2)c2cccc3c2N1CCC3,17,13,11,.,85*,1,2
CCc1ccc(N2C(=O)NC(=O)/C(=C\c3cccn3CCOc3ccc(C(C)C)cc3)C2=O)cc1,6,.,-54,.,-98,.,.
